p53ts 32C tox: cytotoxicity in p53ts cells at permissive temperature. H1299-p53A138V at 32C, ATP luminescence viability, 24 h. Potency, µM (titrated, usually from 46.1 µM), without a hit: top-dose activity change, negative = cytotoxicity, most hits filed as cytotoxic. hit rate 0.93% among 130,000;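 also: 0% = DMSO and -100% = full killing by reference compound; nearly all actives have a fitted effect of over 55% in size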
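Cells: H1299 p53ts (A138V), 600/well, pre-incubated 16–30 h at 37C. Cpd up to 46 uM, 24 h, 32C. Readout: ATPlite luminescence, 20 min RT. Normalization: DMSO vs tamoxifen 100 uM. AC50 by Hill equation.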
IkB signaling: suppresses IkB signaling in ABC-DLBCL reporter cells; Potency, µM (titrated, usually from 57.1 µM), for inactives: at the highest dose IkBa stabilization activation; ABC-DLBCL IkBa-CBG/CBR dual luciferase ratio, 4 h; response scale: scaled: untreated 0%, proteasome inhibitor 100%; hit rate 0.04% among 110,000; active = well fitted curve in the direction sought with a large enough effect in the signal ratio, not every such curve was filed as active; inconclusive = small, poorly fitted or top-dose-only effect, or a change in a side signal; the % refers to the signal ratio;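 also: the direction sought is a rising ratio; 0% = basal untreated cells and 100% = reference inhibitor full response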
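In this assay, an IκBα–CBG68 fusion accumulates when IKK-driven degradation is blocked; native CBR normalizes for cell number. OCI-Ly3 cells were treated 4 h with compound and doxycycline, then green and red light read after Chroma-Glo addition.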
Imprint erasure: induces erasure of genomic imprints in mouse ES cells; mouse ES Peg3-LacZ reporter, beta-gal luminescence, 40 h; Potency, µM (titrated, usually from 60.7 µM), for inactives: at the highest dose activity change, positive = activation, most hits filed as activators; hit rate 0.02% among 110,000;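 also: 0% = negative control wells on the plate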
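Readout: BetaGlo luminescence (5 min, room temp) for LacZ from the normally silent maternal Peg3 allele in female Peg3LacZ-Neo ES cells. Cells 300/well, 40 h, 37C, 5% CO2. Data normalized per plate to negative controls.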
p53ts 39C tox: kills p53ts cells at the nonpermissive temperature | Potency, µM (series often up to 46.1 µM), for the others: at the highest dose activity change, negative = cell killing, most hits filed as cytotoxic | hit rate 1.5% among 130,000 | AID 902 | H1299-p53A138V viability at 39C, ATP luminescence, 24 h; also: nearly all actives have a fitted effect of over 55% in size
An asterisk follows results filed as active; u = inconclusive; x = not tested or not shown; & = joins results of further samples; [ ] = remark or other dose. Unless noted, calls follow the shape of the dose curve; as a rule, active = well fitted curve in the direction sought with a large enough effect; inconclusive = small, poorly fitted or top-dose-only effect, or another doubt; inactive = no such curve, though single readings can be large; an effect the other way counts as inactive or inconclusive. Unless noted, % is scaled to controls: 0 for no effect and ±100 for the full control effect; potency is read from the fitted curve at half-maximal effect. An unsorted share of the library; 1.7% or so of the library scored in one or more.

compound	p53ts 32C tox	IkB signaling	Imprint erasure	p53ts 39C tox
COCCOC(=O)c1c(C)oc2ccc(OCC=C(C)C)cc12	-5%	x	x	-3%
CSc1cccc(NS(=O)(=O)c2cn(C)c(C)n2)c1	-4%	-3.1%	-6%[10.9 µM]	-4%
C=C(C)CSc1nnc(-c2ccc(OC)c(OC)c2)n1N	-10%	3.9%	-3%	14%
CC1=C(c2ccc(C)c(C)c2)S(=O)(=O)N=C1N1CCC(C(=O)NCCc2ccc(Cl)cc2)CC1	u	-0.4%	-2%[10.9 µM]	13µM*
O=C(O)CNC(=O)c1ccccc1F	-4%	-0.6%	0%	0%
C[C@@H](C(=O)Cc1ccc2ccccc2c1)[C@@H]1C[C@@]1(C)[C@@H](NP(=O)(c1ccccc1)c1ccccc1)c1ccccc1	15%	x	-12%	4%
Cc1ccc2oc(C(=O)Nc3c(C)n(C)n(-c4ccccc4)c3=O)c(C)c2c1	19%	5.1%	-7%	-8%
CCOc1ccc(N(C)C(=O)CS(=O)(=O)c2cccc3nsnc23)cc1	-5%	0.9%	-6%[10.9 µM]	-14%
COc1ccc(C2=C(Nc3ccc(C)c(C)c3)c3ccccc3C2=O)cc1	6%	-1.2%	-11%[10.9 µM]	-12%
O=S(=O)(c1ccc2c(c1)CCN2)N1CCCCCC1	-6%	1.1%	-5%[10.9 µM]	-7%
CCOC(=O)C1CCN(c2ncnc3nc[nH]c23)CC1	7%	-2.2%	7%	-2%
c1ccc(CNc2ncncc2-c2cccnc2)cc1	11%	-0.2%[11.4 µM]	-24%	6%
[O-]/[N+](=C/c1ccc(F)cc1)c1ccccc1	3%	-2.7%	u	-15%
O=C(Nc1ccc2c(c1)OCO2)Nc1cnccn1	-6%	-2.4%	-29%	-15%
CCC(CC)C(=O)Nc1ccc(-c2cn3cccnc3n2)cc1	u	-0.7%	-10%[10.9 µM]	-19%
CCCCC(=O)Nc1ncc(Br)s1	2%	-3.8%	-12%	9%
Cc1ccccc1C(=O)NC1CCN(CC(=O)Nc2c(C)cccc2C)CC1	-5%	x	x	14%
CCn1c(CN2CCCCC2)nc2cc(NC(=O)COc3ccc([N+](=O)[O-])cc3)ccc21	-2%	0.9%	-18%[10.9 µM]	-17%
CCOC(=O)N1CCN(S(=O)(=O)c2ccc(C)cc2)C1c1ccccc1 (stereo unspecified)	-3%	1.2%	-12%	-4%
CCOC(=O)NC(Nc1ncccn1)(C(F)(F)F)C(F)(F)F	-6%	0.0%	5%	6%

Three records drawn at random from the list so far:
compound	p53ts 32C tox	IkB signaling	Imprint erasure	p53ts 39C tox
Cc1ccccc1C(=O)NC1CCN(CC(=O)Nc2c(C)cccc2C)CC1	-5%	x	x	14%
COc1ccc(C2=C(Nc3ccc(C)c(C)c3)c3ccccc3C2=O)cc1	6%	-1.2%	-11%[10.9 µM]	-12%
CCn1c(CN2CCCCC2)nc2cc(NC(=O)COc3ccc([N+](=O)[O-])cc3)ccc21	-2%	0.9%	-18%[10.9 µM]	-17%

Next structures
compound	p53ts 32C tox	IkB signaling	Imprint erasure	p53ts 39C tox
Cc1ccc(Sc2c(C)nn(C(=O)c3ccc(Cl)cc3)c2C)cc1	4%	u	-8%[10.9 µM]	17%
COc1ccc2cc(C3(C)NC(=O)N(CC(=O)NCc4ccco4)C3=O)ccc2c1 (stereo unspecified)	-7%	0.3%	-16%	-18%
CCN(CC(=O)NC1CCS(=O)(=O)C1)c1nc(-c2ccccc2)nc2ccccc12 (stereo unspecified)	-4%	0.1%	-6%	-8%
O=[N+]([O-])c1cccc(I)c1	-14%[1.84 µM]	-1.7%	-3%	14%
O=C(c1ccc(N2CN(C(=O)c3ccco3)c3nc4ccccc4nc32)cc1)N1CCOCC1	3%	u	2%	-3%
CCc1ncc(C(O)c2cccc3ccccc23)n1C (stereo unspecified)	0%	1.9%	x	-2%
COc1cc(NC(=O)CSc2nc3nc(C)c(Cc4ccccc4)c(C)n3n2)cc(OC)c1	-5%	u	15%[10.9 µM]	u
OC1CCN(c2ncnc3nc[nH]c23)CC1	-11%	-1.4%	-22%	16%
O=C(Cn1c(-c2cncs2)nc2ccccc21)NCCc1ccccc1	-3%	-0.3%	-4%	6%
Cc1cccc(OCC(=O)Nc2cccc(C(=O)OCc3cc(=O)n4nc(C(C)C)sc4n3)c2)c1	-12%	u	-24%[10.9 µM]	-20%
CCc1ccccc1NC(=O)Nc1cc(C(=O)NCc2ccc(OC)cc2)ccc1N1CCCC1	-22%	2.2%	-21%[10.9 µM]	u
CC(C)(Oc1ccc([C@@H]2CC2(Cl)Cl)cc1)C(=O)O	-8%[20.6 µM]	0.9%[25.6 µM]	-8%[16.8 µM]	-20%[20.6 µM]
COc1cc(C(=O)Nc2ccc3oc(-c4ccccc4)nc3c2)cc(OC)c1OC	u	u	-5%[10.9 µM]	13µM*
O=C1CCSc2ccc(S(=O)(=O)Nc3ccc(Cl)c(C(F)(F)F)c3)cc2N1	4%	4.1%	-1%[10.9 µM]	-12%
CC(=O)O[C@@H]1C(=O)[C@@]2(C)[C@H](O)C[C@H]3OC[C@]3(OC(C)=O)[C@@H]2[C@H](OC(=O)c2ccccc2)[C@@]2(O)C[C@H](OC(=O)[C@@H](O)[C@@H](NC(=O)c3ccccc3)c3ccccc3)C(C)=C1C2(C)C (stereo in doubt)	-2%[20.6 µM]	u	-27%[16.8 µM]	2%[20.6 µM]
O=c1c2ccccc2n(Cc2c(F)cccc2Cl)c(=O)n1Cc1ccccc1	11%	u	-4%[10.9 µM]	0%
COc1ccc2c(c1)c(=O)c(S(=O)(=O)c1ccc(Cl)cc1)cn2Cc1cc(C)ccc1C	7%	u	-15%[10.9 µM]	4%
COC(=O)CN(c1ccccc1)S(=O)(=O)c1ccc(F)cc1	3%	-0.6%	11%	4%
O=c1c2nnn(Cc3ccccc3)c2ncn1-c1ccccc1	-3%	-1.8%	-4%	1%
CCOc1cccc(OCCCCN2CCCCC2)c1	-20%	4.0%	-16%	-22%
COc1ccc(-c2nnc(SCC(=O)NCc3ccco3)o2)cc1	-5%	0.0%	-4%	-10%
Cc1cc(C)n(-c2ccc(C(=O)N3CCc4ccccc43)cc2)n1	-17%	u	-7%	-18%
CCCCN1C(=O)/C(=C2\SC(N3CCCCC3)=NC2=O)c2ccccc21	13µM*	u	-28%	16µM*
Cc1cc(C)c(NC(=O)CN2c3ccccc3S(=O)(=O)c3ccccc32)c(C)c1	8%	-0.3%	-12%[10.9 µM]	11%
CC(C)(O)CCC(C)(C)O	7%[1.84 µM]	-0.2%	4%	-2%
Cc1ccc(-c2nc3sccn3c2Nc2ccccc2C)cc1	6%	u	8%[10.9 µM]	-6%
O=c1c(-c2ccc(F)c(F)c2)nc2cncnc2n1C1CC1	2%	1.4%[11.4 µM]	u	-4%
C=CCn1cc(C(=O)NCCCOCC)c(=O)c2cc(S(=O)(=O)N(CC)CC)ccc21	15%	2.9%	-16%	9%
CCOC(=O)Cc1csc(NC(=O)c2ccco2)n1	-18%	12%	-43%[inhibitor]	-10%
COc1cc(NC(=O)CSc2nnc(C)s2)cc(OC)c1	3%	0.1%	12%	-6%
CCS(=O)(=O)N(C)[C@@H]1c2cc(C#N)ccc2OC(C)(C)[C@H]1O	10%&-2%	0.3%&-0.3%	-1%&4%	-2%&-1%
Cc1ccc(NC(=O)CSc2nc(-c3ccc(F)cc3)cc(C(F)(F)F)c2C#N)cc1	9%	2.3%	5%[10.9 µM]	32%[activator]
CCS(=O)(=O)N1CCC(C(=O)NCc2ccc(F)cc2)CC1	2%	1.8%	3%	-2%
CC1CCCN(C(=O)C2CCN(CCCc3ccccc3)CC2)C1 (stereo unspecified)	-7%	0.8%	-8%	10%
COc1ccc2cc3cc(C(=O)NCCN4CCN(Cc5ccccc5)CC4)oc3nc2c1	7%	-2.0%	-9%	1%
Cc1c(NC(=O)C2CCCN(S(=O)(=O)c3cnc[nH]3)C2)c(=O)n(-c2ccccc2)n1C (stereo unspecified)	22%	0.7%	10%	3%
COCCCN(C(C)=O)c1nc(-c2ccc(OC)cc2)cs1	-19%	-3.8%	0%	-28%
CCc1cccc(CC)c1NC(=O)CSc1nnc(C(C)C)n1CC	-9%	0.5%	x	6%
CCN(CC)c1ccc(NC(=O)c2c(C)nn(-c3ccc(F)cc3)c2-n2cccc2)c(C)c1	-2%	u	8%[10.9 µM]	-24%
Clc1ccc(-c2nnc3sc(-c4ccc(Br)o4)nn23)cc1	10%	1.3%	-14%	15%
CCNc1nnc(-c2ccc(C)cc2)o1	u	-0.7%	-49%[inhibitor]	-28%
Cn1c(SCc2cccnc2)nc2cccnc21	0%	-1.1%	-33%[inhibitor]	1%
CCOC(=O)c1c(C)[nH]c(C)c1S(=O)(=O)N1CCC(C(=O)Nc2ccc(C)cn2)CC1	5%	3.5%	-7%[10.9 µM]	-1%
CCc1c(C)sc2c1CCN(C(=O)Nc1ccccc1C(=O)OC)C2c1ccc(OC)cc1 (stereo unspecified)	1%	u	-14%[10.9 µM]	-3%
CCOC(CNC(=O)c1ccc2c(c1)nc(C)n2-c1cccc(F)c1)OCC	11%	x	x	17%
Cc1nc2oc3ccccc3c(=O)c2c(=O)n1Cc1ccccc1	0%	-2.9%	-12%	1%
CCN1C(C)=C(C(=O)OC)C(c2ccccc2)N2C(=O)[C@](O)(C(=O)OC)CC(C#N)=C12 (stereo partly specified)	-1%[9.22 µM]	x	x	4%[9.22 µM]
COc1ccc(CCNC(=O)CN(c2ccccc2OC)S(=O)(=O)c2ccc(C)cc2)cc1	-4%	6.6%	-14%[10.9 µM]	-5%
COc1cccc(NC(=O)Cn2cc(C(=O)c3ccco3)c3ccccc32)c1	1%	u	-7%[10.9 µM]	-11%
CN(C1CCCCC1)S(=O)(=O)c1ccc2c(c1)c(=O)c(C(=O)NCCCN1CCCC1)cn2C	-13%	0.3%	-31%[inhibitor]	-5%
CCOC(=O)c1c(Cc2ccc(Cl)cc2)c[nH]c1C	u	x	x	-31%
COc1ccc(C(=O)Nc2ccccc2SCc2cc(=O)c3cccc(C)c3[nH]2)cc1	3%	-0.6%	-7%[10.9 µM]	9%
Cc1nc(SCC(=O)NCc2ccc3c(c2)OCO3)c(C#N)c2c1CCCC2	8%	-1.4%	2%	9%
c1cc(C2CCCCC2)ccc1Oc1nc(N2CCOCC2)nc(N2CCOCC2)n1	22%	2.1%	0%	10%
Cc1cc2oc(C(=O)N(Cc3ccc(N(C)C)cc3)CC3CCCO3)c(C)c2cc1Cl (stereo unspecified)	8%	-3.5%	6%[10.9 µM]	u
OC(c1cccs1)c1nccc2ccccc12 (stereo unspecified)	3%	0.9%	-7%	1%
Cc1cc(NC(=O)Cn2c(=O)c3c(ncn3CCC(C)C)n(Cc3ccccc3)c2=O)no1	9%	0.0%	-5%	8%
CC1CC(C)CN(C(=O)C(NS(=O)(=O)c2ccc3c(c2)oc(=O)n3C)C(C)C)C1 (stereo unspecified)	6%	0.9%	1%	9%
O=C(NCCc1csc(-c2cccc(F)c2)n1)c1cccs1	-10%	-1.9%	-14%[10.9 µM]	-27%
CCOC(=O)c1noc2ncn(CC(=O)Nc3cccc(Cl)c3)c(=O)c12	10%	-0.7%	-9%[10.9 µM]	-5%
Cc1noc(C)c1-c1nccc(N2CCOCC2)n1	4%	1.4%[11.4 µM]	-2%	-11%
Cn1ncc(Cl)c1C(=O)Nc1cc(C(F)(F)F)ccc1F	0%	x	x	20%
